Screening results as filed in PubChem BioAssay.
human PMI inhibition: MPI enzyme activity inhibition – biochemical, fluorescence intensity, coupled assay, primary screen (AID 1209) | purified PMI enzyme, coupled fluorescence intensity; higher % means a stronger effect | inhibition, % at 20 µM; hits with a dose series show IC50 in µM | actives 0.42% (n = 190,000);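 further: plate controls were DMSO vehicle for no effect and wells lacking substrate for full effect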
P. falciparum M17LAP: P. falciparum M17LAP inhibitors, primary screen, biochemical, fluorogenic H-Leu-NHMec substrate, 1536-well (AID 1619) | inhibition, % at 30 µM; hits with a dose series show IC50 in µM | actives 0.38% (n = 220,000) | recombinant M17LAP, H-Leu-NHMec fluorogenic kinetic assay; higher % means a stronger effect;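 active means compound inhibiting the enzyme by more than half at any dose during confirmatory dose-response retesting; inconclusive means strong single-dose inhibitors picked by rank but not retested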;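 further: plate controls were full reaction with DMSO carrier for no effect and no enzyme background for full effect; strong numbers were not always called active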
West Nile antiviral: West Nile virus antiviral activity, cell-based, CPE readout (AID 1621); West Nile virus-infected cells, CPE inhibition; higher % means a stronger effect; CPE inhibition, % at 10 µM; hits with a dose series show IC50 in µM; actives 0.02% (n = 290,000); in the data active means a potency from the dose series; inconclusive means CPE inhibition mostly from about 3.7% at the one dose, without a potency; inactive means the rest, 99 in 100 with CPE inhibition below about 2.2%; further: strong numbers were not always called active
K1F lysis inhibition: inhibition of K1F phage lysis, E. coli UTI89, bacterial capsule biogenesis inhibitors, alamar blue (AID 488966); E. coli UTI89 K1F phage lysis, alamar blue, 2 h; higher % means a stronger effect; inhibition, % at 100 µM; hits with a dose series show IC50 in µM; actives 0.02% (n = 340,000);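 active means phage lysis inhibition, versus mean bacterial control, above a set limit; inconclusive means no clear call, values can overlap the other calls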;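 further: capsule biogenesis inhibitors block K1F phage lysis so surviving cells raise fluorescence; higher fluorescence means more inhibition of phage lysis; actives were called in the ten point dose series up to 300 µM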
M1AAP inhibition: malaria alanyl aminopeptidase activity blockers – biochemical, fluorogenic H-Leu-NHMec substrate, 1536-well (AID 1445); actives 0.42% (n = 220,000); recombinant M1AAP, H-Leu-NHMec fluorogenic kinetic assay; higher % means a stronger effect; inhibition, % at 30 µM, or IC50 in µM where a hit was titrated;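 active means primary inhibition above the hit cutoff, then over 50% inhibition at one or more dose response concentrations, cut at about 23% in these data, passing the limit was not always enough; inconclusive means conflicting primary data, or primary hits not chosen for dose response; inactive means low primary inhibition, or under 50% at every dose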;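 further: plate controls were DMSO full reaction for no effect and no enzyme background for full effect; strong numbers were not always called active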
RSV CPE inhibition: RSV antiviral activity via CPE protection, HEp-2 cells, primary 10 µM value included (AID 2391) | HEp-2 cells, RSV-induced CPE inhibition; higher % means a stronger effect | one-dose CPE inhibition, % at 10 µM; IC50 in µM for titrated hits | actives 0.13% (n = 310,000); in the data active means a potency from the dose series; inconclusive means CPE inhibition mostly from about 23% at the one dose, without a potency; inactive means the rest, 99 in 100 with CPE inhibition below about 21%; further: strong numbers were not always called active
PMI inhibition: MPI inhibition at elevated mannose 6-phosphate – biochemical, fluorescence intensity, high mannose 6-phosphate, primary screen (AID 1220); recombinant PMI enzyme, coupled fluorescence intensity; higher % means a stronger effect; one-dose inhibition, % at 20 µM; IC50 in µM for titrated hits; actives 0.66% (n = 190,000)
T cell HTS: T cell immune modulation candidate. calls only at 7 µM. actives 0.068% (n = 330,000). 2C CD8+ T cell-vesicle binding, flow cytometry; stronger effect = lower value;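 active means response, share of CD8 T cells binding vesicles, and their 90th percentile fluorescence all below set limits, cut at about 80% in these data, passing the limit was not always enough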
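Incubation: binding step 1.5 h, 37 °C, antibody labelling 20 min, ice; system: murine 2C transgenic CD8+ T lymphocytes; technique: cytometric PE anti-B7-1 and Alexa647 anti-CD8 signals after 1% paraformaldehyde fixation; also added: QL9-charged Drosophila Ld/ICAM-1/B7-1 vesicles; control set: naked versus QL9-loaded vesicles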
TNAP activation fold: stimulation of alkaline phosphatase TNAP activity – biochemical, luminescent, no phosphate acceptor, uHTS, primary screen (AID 1001); purified TNAP, luminescent activation assay, no phosphate acceptor; higher activation fold means a stronger effect; one-dose activation fold at 20 µM; EC50 in µM for titrated hits; actives 0.03% (n = 200,000); in the data active means activation fold from about 3, or a potency from the dose series; inactive means the rest, 99 in 100 with activation fold below about 1.6; further: many of its hits are not listed in these tables
T cell HTS vesicle-bound %: further read-out of T cell HTS, marked with its call; double positive events, %; measured here: CD8+ vesicle-bound cell fraction;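 binding gate set so that unloaded-vesicle control wells show 10% double positive cells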
* hit, by the source's call; i = inactive; ? = inconclusive; / = no result given; [ ] = dose if it differs, or a comment. Unless noted, no stated cut-off is given here; in the data, active means inhibition above about 50%; inactive means the rest.

SMILES	human PMI inhibition	P. falciparum M17LAP	West Nile antiviral	K1F lysis inhibition	M1AAP inhibition	RSV CPE inhibition	PMI inhibition	T cell HTS	T cell HTS vesicle-bound %	TNAP activation fold
CCOc1ccccc1CN1CCNC(=O)C1CC(=O)NCc1cc(C)n(C)n1 (stereo not drawn)	/	/	1.0%	1.7%	/	2.5%	/	i	41.7	/
O=C(COC(=O)c1cccnc1Cl)c1cccc(Cl)c1	-5.1%	9.0%	-0.3%	0.4%	8.0%	0.5%	-9.9%	i	35.9	1.2
CNc1nc(OCCNC(=O)Nc2ccccc2)nc(N2CCOCC2)n1	-0.8%	-7.7%	1.6%	0.2%	-0.5%	-0.8%	-5.6%	i	19.8	1.1
O=C(O)c1cnc(-c2ccccc2)nc1Sc1cccc(Cl)c1	18.5%	19.5%	-0.3%	-0.8%	18.9%	2.7%	21.5%	i	23.8	1.1
Cc1ccc(CNC(=O)COC(=O)c2ccc(Br)cc2)cc1	-11.6%	9.4%	0.1%	4.5%[50 µM]	10.5%	1.8%	-13.0%	i	44.9	1
CCCc1cc(=O)oc2cc(C)cc(OC(C)C(=O)NCc3ccncc3)c12 (stereo not drawn)	/	/	0.0%	-0.2%	/	-0.5%	/	i	22.5	/
Cc1ccc(NC(=O)CN(C)C(=O)CCCN2C(=O)c3ccccc3C2=O)cc1	-3.0%	10.4%	0.0%	-0.7%	-11.7%	1.3%	-1.1%	i	15.5	1.1
O=C(Nc1ccccc1Cl)N1CCSc2ccccc21	9.7%	-3.1%	0.1%	3.7%	-0.8%	7.4%	14.6%	i	15.2	1.1
C=CCC(C(=O)c1ccccc1)[N+](C)(C)CC=C (stereo not drawn)	5.8%	1.4%	-0.1%	3.1%	4.0%	0.2%	-2.1%	i	42.9	1.1
Cc1cc(C)n(C2CC(=O)N(c3ccccc3)C2=O)n1 (stereo not drawn)	12.4%	22.5%	0.2%	1.1%	1.2%	2.6%	13.7%	i	61.1	1.1
CCOC(=O)N1CCN(c2ncnc3c2cnn3-c2ccc(Cl)cc2)CC1	-25.2%	1.4%	-0.4%	/	4.5%	/	-40.0%	/	/	1.1
COc1ccc(CCn2c(SCC(=O)Nc3cc(C)on3)nc3ccsc3c2=O)cc1OC	10.7%	-10.3%	/	2.6%	2.3%	3.7%	10.1%	i	37.4	0.9
CC(C)CN1CCC(=O)N(CCSc2ccc(Br)cc2)CC1	/	-13.0%	-0.3%	5.3%	-3.0%	0.6%	/	i	30.9	/
O=C(NCc1ccco1)C(c1ccncc1)N(CCC1=CCCCC1)C(=O)Cn1nnc2ccccc21 (stereo not drawn)	7.1%	24.8%	-0.5%	0.1%	7.8%	2.0%	11.2%	i	50.2	1.1
Cc1ccc(NC(=O)COC(=O)CCc2ccc(S(=O)(=O)N3CCOCC3)cc2)cc1C	13.2%	5.3%	-0.2%	-0.3%	-0.1%	0.1%	14.3%	i	6.7	1.1
CCOC(=O)C1=C(c2ccccc2)N=C2SCC(=O)N2C1c1ccc2c(c1)OCO2 (stereo not drawn)	-3.2%	-0.1%	-0.2%	1.7%	3.9%	1.0%	-9.6%	i	34.9	1
CCCCC(=O)Nc1ccc(C(=O)c2ccccc2)cc1	3.9%	-1.0%	-0.5%	-2.4%	2.2%	7.3%	8.3%	i	52.4	1.1
CCOC(=O)c1ccccc1NC(=O)c1ccccc1N(C)S(C)(=O)=O	8.0%	9.5%	/	0.0%[50 µM]	4.0%	1.2%	8.4%	i	29.0	1.1
COc1cc(NC(=O)Cc2cccc3ccccc23)c(C(=O)O)cc1OC	/	/	-0.2%	0.4%	/	1.7%	/	i	53.3	/
CCOC(=O)c1[nH]c(C)c(C(=O)NCCc2ccc(OC)cc2)c1C	6.2%	-18.5%	-0.3%	-1.7%	6.9%	1.3%	5.3%	i	19.4	1.1

Fetched one by one from the list above:
SMILES	human PMI inhibition	P. falciparum M17LAP	West Nile antiviral	K1F lysis inhibition	M1AAP inhibition	RSV CPE inhibition	PMI inhibition	T cell HTS	T cell HTS vesicle-bound %	TNAP activation fold
CNc1nc(OCCNC(=O)Nc2ccccc2)nc(N2CCOCC2)n1	-0.8%	-7.7%	1.6%	0.2%	-0.5%	-0.8%	-5.6%	i	19.8	1.1
O=C(O)c1cnc(-c2ccccc2)nc1Sc1cccc(Cl)c1	18.5%	19.5%	-0.3%	-0.8%	18.9%	2.7%	21.5%	i	23.8	1.1
CCCc1cc(=O)oc2cc(C)cc(OC(C)C(=O)NCc3ccncc3)c12 (stereo not drawn)	/	/	0.0%	-0.2%	/	-0.5%	/	i	22.5	/

The list continues:
SMILES	human PMI inhibition	P. falciparum M17LAP	West Nile antiviral	K1F lysis inhibition	M1AAP inhibition	RSV CPE inhibition	PMI inhibition	T cell HTS	T cell HTS vesicle-bound %	TNAP activation fold
NC(=O)N1CCc2ccccc21	-6.9%	-7.1%	-0.1%	-0.3%	6.1%	0.4%	0.4%	i	40.2	1.1
COc1ccc(-c2cnnc(N/N=C/C(C)=C/c3ccccc3)n2)cc1	16.8%	-7.9%	0.0%	/	-4.7%	3.2%	16.0%	i	0.2	1.1
Cc1cc(NC(=O)CSc2ccc(F)cc2)no1	-10.9%	-3.1%	-0.4%	0.1%	2.0%	1.6%	-11.3%	i	42.6	1.1
COc1ccc(CN(C)C(=O)c2ccc(COc3ccccc3)cc2)c(OC)c1	/	/	0.0%	0.1%	/	12.9%	/	i	23.9	/
CCc1ccc(NC(=O)C/C(C)=N/NC(=O)COc2ccc(C)cc2Br)cc1	/	/	-0.3%	-0.1%	/	-0.5%	/	i	18.4	/
O=C(c1ccc(=O)oc1)N1CCN(C(c2ccccc2)c2ccccc2)CC1	-3.0%	-96.3%	-0.4%	5.1%	17.0%	-1.2%	-14.1%	i	37.5	1.1
Cc1ccc(S(=O)(=O)NCC2CCC(C(=O)NCc3ccco3)CC2)cc1 (stereo not drawn)	12.9%	-3.1%	0.5%	0.0%	3.4%	3.0%	12.3%	i	3.1	1.1
COc1cc(/C=N/NC(=O)c2cccc(S(=O)(=O)N3CCCCC3)c2)cc(Br)c1O	11.9%	8.2%	-0.3%	0.2%	6.1%	10.7%	23.0%	i	22.1	1
CNC(=O)CSc1nc(-c2ccccc2)c(-c2ccccc2)[nH]1	-2.3%	-10.1%	-0.8%	1.4%	5.5%	1.9%	0.5%	i	35.6	1
CCOC(=O)c1cc(C#N)c(SCC(=O)Nc2ccc(C(C)=O)cc2)[nH]c1=O	/	4.1%	0.2%	-0.3%[50 µM]	13.4%	3.6%	/	i	51.4	/
Cc1n[nH]c(C)c1CN(C)C(=O)C1CCC(=O)N(CC2CCCCC2)C1 (stereo not drawn)	/	/	-0.3%	0.2%	/	-0.5%	/	i	64.5	/
Cc1nn(C)c(C)c1S(=O)(=O)N1CCC(C(=O)NC(C)c2ccccc2)CC1 (stereo not drawn)	11.2%	10.1%	0.0%	-0.1%	2.3%	0.7%	3.1%	i	8.2	0.9
Cc1cccc(C)c1NC(=O)CNC(=O)c1cncc(Br)c1	/	/	-0.7%	-0.6%	/	1.5%	/	i	29.4	/
COc1ccc(NC(=O)NN(C(=O)c2ccccc2)C(C)(C)C)cc1	6.8%	-4.2%	-0.7%	0.0%	0.6%	0.1%	9.9%	i	19.7	1.1
COc1ccc(Cc2nnc(NC(=O)CS(=O)(=O)c3ccccc3)s2)cc1OC	/	/	0.6%	0.0%	/	0.0%	/	i	18.3	/
Cc1onc(-c2c(Cl)cccc2Cl)c1/C(N)=N/OC(=O)C(C)(C)C	/	-1.9%	-0.7%	-0.1%	4.5%	3.7%	/	i	31.9	/
CC(=O)Nc1ccc(S(=O)(=O)NCC(=O)OCC(=O)N2CCCc3ccccc32)cc1	6.5%	-5.3%	-0.1%	3.7%	5.0%	1.2%	-0.7%	i	35.9	1.1
COc1ccc(NC(=O)C2C3CCC4C(CCC32)C4(Cl)Cl)cc1 (stereo not drawn)	0.4%	20.9%	0.7%	0.1%[50 µM]	16.5%	0.9%	-3.2%	i	56.2	1.2
CCOC(=O)C1C(=O)C(C(C)=O)C(=O)CC1CC(C)SCC (stereo not drawn)	-11.4%	-3.9%	0.2%	0.5%	4.0%	0.7%	-17.8%	i	11.3	1.1
COc1ccc(-c2cn3cccnc3n2)cc1NS(=O)(=O)c1ccccc1	-27.8%	5.5%	0.4%	0.0%	11.8%	4.5%	-10.1%	i	70.0	0.8
CCCCn1c2nc3ccccc3nc2c2c(=O)n(-c3ccccc3)cnc21	6.2%	-22.6%	-0.1%	0.2%	0.2%	?	16.7%	i	62.4	1
O=c1c(/C=N\NS(=O)(=O)c2ccccc2)coc2ccc(Cl)cc12	/	/	-0.8%	-0.2%	/	5.1%	/	i	69.2	/
COC(=O)C1=C(C)NC=C([N+](=O)[O-])C1c1ccc(OC)cc1 (stereo not drawn)	19.5%	10.7%	0.1%	0.2%	7.8%	4.8%	43.8%	i	30.2	0.8
CN1C(=O)C(=O)/C(=C(/O)c2ccc(Br)cc2)C1c1ccc(F)cc1 (stereo not drawn)	/	/	0.3%	0.1%	/	0.4%	/	i	60.6	/
CC1CC(=O)Nc2ccccc2N1C(=O)Nc1ccccc1 (stereo not drawn)	/	-3.2%	-0.1%	0.0%	0.4%	/	/	i	39.6	/
CCN1CCN(C(=O)C2CCN(c3nnc(-n4c(C)ccc4C)s3)CC2)CC1	/	/	0.5%	4.8%	/	0.7%	/	i	44.6	/
CCCCCCC1CC(CCC(=O)Nc2ccc([N+](=O)[O-])cc2)C(=O)O1 (stereo not drawn)	-1.8%	-2.7%	0.0%	0.5%[50 µM]	2.7%	2.0%	-0.6%	i	45.1	1.1
O=C(Nc1c(C(=O)N2CCN(c3ccccn3)CC2)oc2ccccc12)c1ccc([N+](=O)[O-])cc1	/	/	3.1%	0.1%	/	4.0%	/	i	11.4	/
Nc1ncc(-c2ccccc2)c(-c2ccc(OCc3ccccc3)cc2O)n1	/	6.0%	-1.1%	-1.3%[50 µM]	6.6%	0.5%	/	i	41.3	/
Cc1cccc(C)c1NC(=O)CCCN1CC(C)OC(C)C1 (stereo not drawn)	-3.5%	15.8%	-0.2%	0.2%	-3.8%	0.5%	-10.3%	i	53.8	1
COc1ccc(-c2c(C)oc3c(CN4CCN(C)CC4)c(O)ccc3c2=O)cc1	18.8%	-160.4%	0.6%	0.8%	17.8%	0.2%	14.9%	i	41.6	1.1
